DAX1 inh-1: inhibitors of DAX1 repression of SF-1 activated StAR promoter | AID 652010 | inhibition, % at 6.8 µM | 370,000 tested, 1.1% active | HEK293T StAR-luciferase reporter, SF-1/DAX-1 repression relief;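 active = inhibition above the mean over all tested compounds plus 3 SD, cut at about 3.6% in these data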;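 note: 0% = DAX-1 cells with DMSO and 100% = cells lacking DAX-1 with DMSO; higher inhibition means more luminescence from relief of DAX-1 repression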
hgDAF-12 ag: activates the H. glycines DAF-12 receptor ligand-binding domain; 370,000 tested, 1.8% active; HEK293 GAL4-hgDAF12 UAS-luciferase reporter, agonist luminescence; normalized to butyrate control; activation, % at 6.8 µM;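 active = activation above a cutoff set at the mean of all screened compounds plus 3 SD, cut at about 10% in these data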;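 note: 0% = DMSO wells and 100% = sodium butyrate wells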
FXN GAA850 act: increases GAA850 frataxin promoter reporter activity; HEK293 lucGAA850 FXN promoter luciferase reporter, 24 h; percent of 10 µM SAHA response; activation, % at 6 µM; 360,000 tested, 0.56% active; AID 540364;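 active = activation above the average of all compounds screened plus 3 SD, cutoff fixed separately per campaign, cut at about 7.5% in these data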;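 note: 0% = DMSO wells and 100% = 10 µM SAHA wells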
SMARCA2 activ: activators of SMARCA2 function. activation, % at 9.1 µM. MG213 cells, MMTV-luciferase reporter, dexamethasone, overnight. 370,000 tested, 1% active; in the data active = activation above about 7.8%;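 note: 0% = vehicle wells and 100% = reference activator wells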
PLCb3 inh: PLC-beta3 (human) inhibition, primary screen; Purified PLC-beta3, fluorogenic substrate, fluorescence; inhibition, % at 12.2 µM; 370,000 tested, 0.18% active; Q01970; in the data active = inhibition above about 11%;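 note: 0% = median of compound wells on plate and 100% = full blocker control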
sPLA2-III inh: Blocks human group III sPLA2 activity; QFRET BODIPY PC-A2 liposome hydrolysis, fluorescence; Q9NZ20; 370,000 tested, 0.56% active; AID 743126; inhibition, % at 12.2 µM;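 active = inhibition above mean plus 3 SD of compounds lying within the high and low control bounds, cut at about 19% in these data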;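 note: 0% = median of test compound wells and 100% = no enzyme DMSO wells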
Target sequence (Q9NZ20 whole entry, looked up): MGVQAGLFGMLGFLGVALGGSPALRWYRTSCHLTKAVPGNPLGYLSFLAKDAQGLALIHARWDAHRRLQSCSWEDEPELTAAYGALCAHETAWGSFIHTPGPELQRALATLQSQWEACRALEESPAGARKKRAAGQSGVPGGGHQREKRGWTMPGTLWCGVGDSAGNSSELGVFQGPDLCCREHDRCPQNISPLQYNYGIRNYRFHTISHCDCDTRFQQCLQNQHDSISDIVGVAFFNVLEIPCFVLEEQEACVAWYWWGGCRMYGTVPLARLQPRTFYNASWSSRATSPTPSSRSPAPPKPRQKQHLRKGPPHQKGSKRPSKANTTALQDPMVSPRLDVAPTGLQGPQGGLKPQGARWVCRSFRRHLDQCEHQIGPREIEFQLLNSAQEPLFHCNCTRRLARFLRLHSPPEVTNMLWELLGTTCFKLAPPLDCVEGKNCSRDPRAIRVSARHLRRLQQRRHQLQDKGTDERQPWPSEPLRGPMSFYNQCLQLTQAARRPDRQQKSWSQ
NR1D1 modulator: Rev-erb alpha (human) modulation. Rev-erbα–FITC-DNA binding, fluorescence polarization, 90 min. activity, % at 10 µM. 370,000 tested, 0.79% active. AID 1259318;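 active = activity above about 14%, limit read from the data; passing the limit was not always enough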;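 note: 0% = DMSO wells with 35 nM protein and 100% = DMSO wells with 750 nM protein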
PG9 binder: binds the HIV-1 gp120 antibody PG9; 360,000 tested, 0.43% active; AID 624416; inhibition, % at 6.7 µM; TR-FRET gp120-PG9 antibody binding; in the data active = inhibition above about 8.5%
DAX1 inh-2: inhibits human nuclear receptor DAX1; P51843; HEK293 Gal4-DAX1 luciferase reporter, luminescence; inhibition, % at 6.75 µM; 340,000 tested, 0.99% active; AID 504766;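 active = inhibition above the mean over all tested compounds plus 3 SD, cut at about 4.2% in these data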;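 note: 0% = DAX1-transfected cells with DMSO and 100% = empty-vector control cells with DMSO; inhibition shows as a rise in luminescence from relieved DAX1 repression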
Target sequence (P51843 207-470 limits assumed): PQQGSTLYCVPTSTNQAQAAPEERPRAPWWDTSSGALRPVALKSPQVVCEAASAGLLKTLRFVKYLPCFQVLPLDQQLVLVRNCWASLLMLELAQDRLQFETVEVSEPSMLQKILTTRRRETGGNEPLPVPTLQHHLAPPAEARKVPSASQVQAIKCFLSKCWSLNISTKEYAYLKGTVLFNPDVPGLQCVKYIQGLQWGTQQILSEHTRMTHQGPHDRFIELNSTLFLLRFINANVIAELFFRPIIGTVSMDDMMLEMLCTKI
hcDAF12 agonist: activators of H. contortus DAF-12 nuclear receptor | activation, % at 6.8 µM | HEK293 hcDAF-12 lit1-tk-luc reporter, luminescence; 0% DMSO, 100% Δ7-dafachronic acid | 370,000 tested, 1.4% active;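 active = activation above the mean of all tested compounds plus 3 SD, cut at about 5.5% in these data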;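 note: 100% = response to 3 µM Δ7-dafachronic acid high control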
ssDAF-12 act: activators of S. stercoralis DAF-12 nuclear receptor | 370,000 tested, 1% active | HEK293 ssDAF-12/GRIP1 lit1-tk-luc reporter, luminescence; % of 3 µM dafachronic acid response | activation, % at 6.8 µM;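 active = activation above the mean over all tested compounds plus 3 SD, cut at about 0.9% in these data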;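 note: 0% = DMSO-only wells and 100% = 3 µM delta7-dafachronic acid wells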
An asterisk follows results filed as active; x = no result given.

SMILES	DAX1 inh-1	hgDAF-12 ag	FXN GAA850 act	SMARCA2 activ	PLCb3 inh	sPLA2-III inh	NR1D1 modulator	PG9 binder	DAX1 inh-2	hcDAF12 agonist	ssDAF-12 act
CC(C)NC(=O)C1(C)CCN1C(=O)Cc1ccc(-c2ccccc2)cc1 (centres undefined)	-2.7	0.2	0.5	-4	-6	1	2	0.5	x	-2.6	-1.6
CC(=O)OCc1c(C(F)(F)F)nn(C)c1Oc1cccc(C(F)(F)F)c1	-0.5	0.4	1.7	3	3	0	4	-3.8	1.6	0.8	-1.5
COc1ccc(C2CC3(CC(C)(C)NC(=S)N3)Oc3cc(O)cc(C)c32)cc1 (centres undefined)	-0.5	0.1	-12	-1	1	1	4	-0.8	-1.8	-0.3	-1.3
O=[N+]([O-])c1ccc2nc(-c3ccncc3)[nH]c2c1	0.3	4.2	2.4	-1	3	1	2	-0.9	2.8	2.0	-1.1
CCN(CC)S(=O)(=O)c1ccc(NC(=O)CSc2nnc(-c3ccc(F)cc3)o2)cc1	-0.6	-0.4	-0.9	-3	-8	-25	-3	-0.1	-0.8	-1.8	-1.4
COc1ccccc1Cc1nc(-c2ccncc2)no1	-1.7	5.6	-1.0	0	-4	-1	-1	-1.2	-1.8	-1.4	-1.6
N#Cc1c(-c2ccccc2)nc(SCC(=O)Nc2ccccc2F)[nH]c1=O	-0.6	2.4	0.1	-5	-13	-16	3	2.8	0.4	0.9	-0.7
CC1=CC(C)(C)N2C(=O)C3(N=C(N)NC(Nc4ccccc4)=N3)c3cc(C)cc1c32 (centres undefined)	-0.6	-0.9	-0.3	1	0	-12	7	0.4	0.1	-0.4	-1.2
CC1(c2nnc(-c3cccc(Cl)c3)o2)CC(c2cccc([N+](=O)[O-])c2)=NO1 (centres undefined)	-0.4	0.3	0.3	0	-2	-5	0	-1.3	-0.5	-0.5	-1.4
CNS(=O)(=O)c1ccc(OC)c(-c2nnc3c4ccccc4c(C)nn23)c1	-0.4	-2.8	6.6	2	-11	0	3	-0.1	0.4	-1.4	-1.0
COc1ccccc1N1CCN(C(=S)Nc2ccc3nc(N4CCOCC4)cc(C)c3c2)CC1	-1.1	1.0	2.2	-5	-345	-11	-3	-1.1	-2.0	-2.5	-1.6
CCn1cc(C(=O)N2CCc3ccccc3C2)c(=O)c2cc(S(=O)(=O)N3CCCCC3)ccc21	-0.3	-2.4	x	-2	-3	6	0	-2.1	x	-1.6	-1.2
CSc1ccccc1NC(=O)COC(=O)CCC(=O)c1ccc(F)cc1	-0.9	-0.4	3.1	-4	-4	0	1	-1.5	-0.5	1.2	-0.7
C=CCn1c(=O)c(C(=O)Nc2ccccc2C(=O)OCC)c(O)c2ccccc21	-1.0	-1.4	2.5	2	-3	-2	-4	-3.8	0.1	1.4	-0.8
O=C(Cc1ccccc1)NC(=S)Nc1cc(C(F)(F)F)ccc1Cl	-0.6	0.1	-0.2	-1	-21	-12	6	-2.7	-0.8	0.2	-0.4
COc1cccc(CN2CCC2(C)C(=O)Nc2ccc(Cl)c(Cl)c2)c1F (centres undefined)	-0.4	2.4	0.9	-5	0	-4	-5	-0.8	x	-1.3	-1.4
CCOc1ccc(N/C=C/C(=O)c2ccccc2)c([N+](=O)[O-])c1	7.5*	9.3	-0.3	0	-2	-41	8	-2.2	-1.6	11*	0.2
O=C(OCC(=O)N1N=C(c2ccc(Cl)cc2)CC1c1ccco1)c1cccnc1 (centres undefined)	2.1	-0.6	3.4	0	-53	6	-7	4.5	0.8	3.0	0.7
COc1ccccc1Cc1c(-c2ccc(OC)c(OC)c2)nc2ccc(C)cn12	0.5	1.0	x	-5	-61	3	-2	-3.4	x	-2.4	-1.2
O=C(O)c1ccc(N/N=C/c2cc(Br)cs2)cc1	1.5	6.0	-0.3	1	-32	-21	-1	-7.8	-3.2	12*	1.0*
COCC(=O)N(Cc1cc2cc(OC)ccc2[nH]c1=O)c1ccccc1OC	-1.2	-4.2	1.6	2	-30	14	-3	-0.3	-0.6	0.0	-1.0
O=C(NCC1CCCN(C(=O)c2cc(Cl)ccc2F)C1)c1ccc(F)cc1 (centres undefined)	0.3	0.3	-0.2	-1	-6	3	-5	-1.0	0.1	-1.1	-1.0
Cc1ccc(S(=O)(=O)N2CCC(=O)N2)cc1	0.3	0.0	0.6	4	2	4	3	-0.8	0.2	0.7	-0.9
NC(=O)c1sc2nc3c(c(-c4ccco4)c2c1N)CCC3	-0.3	-1.0	-9.0	0	-42	5	-6	0.1	-1.6	-1.8	-1.1
Cc1cccc(OCC(=O)N(Cc2nnc(-c3ccccc3Cl)o2)C2CC2)c1	-0.6	-3.5	0.2	-3	-7	4	-2	1.0	-0.4	-1.8	-1.8
COc1cccc(O[C@H]2C=C[C@@H](c3ccccc3)O[C@@H]2CO)c1	-1.1	0.4	x	0	3	-4	-2	x	x	0.1	-1.5
COc1cc(CN2CCC(C(=O)N3CCCC(C)C3)CC2)cc(OC)c1O (centres undefined)	0.5	-0.9	0.8	1	5	7	-3	-0.8	-1.1	-0.6	-1.5
O=C1C2CCCCN2C(=O)N1CCCN1CCN(c2cccc(C(F)(F)F)c2)CC1 (centres undefined)	-0.2	-1.0	0.2	4	1	-4	-1	-1.7	0.7	-0.6	-1.1
Cc1nc(N)sc1C(=O)N1N=N1	0.3	0.3	2.4	-4	-7	0	-2	0.2	-1.2	0.8	-0.5
COC(=O)[C@]12C[C@H](CC(=O)N3CCOCC3)C(=O)N(Cc3ccco3)C1=C[C@H](C(C)(C)C)O[C@@H]2C	2.7	-0.4	x	2	2	-1	-4	x	x	1.9	-0.5
CN(C)C(=O)CSc1nnc(CCN)o1	-0.1	-0.9	-2.8	-5	5	13	-2	0.0	0.2	0.5	-1.1
Cc1ccc(NC(=O)c2ccc(OCC3CCCO3)cc2)cc1 (centres undefined)	3.0	12*	3.5	-1	7	-3	-3	-3.3	2.8	4.2	0.5
CC(C)C(N)c1csc(Nc2ccc(S(C)(=O)=O)cc2)n1 (centres undefined)	-0.6	2.7	0.1	-1	-8	14	8	0.8	x	0.2	-1.0
COc1ccc(-c2nnc(SCC(=O)N(Cc3ccccc3)C(C)(C)C)o2)cc1OC	-0.9	-0.7	0.8	-4	-1	-3	2	0.9	0.0	0.6	-1.5
O=C(/C=C/c1ccco1)Nc1ccccc1C(=O)O	4.6*	13*	4.1	3	-8	-8	-2	-1.4	x	4.2	0.2
COc1ccc(S(=O)(=O)N2CCC(C(=O)NCc3cccs3)CC2)cc1	0.8	-0.8	-1.6	-2	-1	2	1	0.1	-1.0	-0.3	-0.5
C=CCn1cccc(C(=O)Nc2ccc(C)cc2)c1=O	0.3	3.4	2.2	1	-7	-1	0	-0.6	0.1	1.2	-0.6
O=C(/C=C/Nc1ccc([N+](=O)[O-])cc1)c1ccc(Br)cc1	0.6	-1.1	5.0	-3	6	6	0	-1.4	1.4	-0.9	-0.4
Nc1c(N(Cc2ccccc2)C(=O)COc2ccc(F)cc2Cl)c(=O)[nH]c(=O)n1Cc1ccccc1	1.5	-3.7	0.1	-3	1	11	-1	-0.9	0.0	1.1	-1.6
O=C(N/N=C/c1ccc([N+](=O)[O-])cc1)c1cc(-c2ccc3c(c2)OCO3)n[nH]1	0.5	0.5	0.9	1	-2	4	-31	-0.9	0.0	0.4	-1.1

2 successive entries already listed, quoted:
SMILES	DAX1 inh-1	hgDAF-12 ag	FXN GAA850 act	SMARCA2 activ	PLCb3 inh	sPLA2-III inh	NR1D1 modulator	PG9 binder	DAX1 inh-2	hcDAF12 agonist	ssDAF-12 act
CN(C)C(=O)CSc1nnc(CCN)o1	-0.1	-0.9	-2.8	-5	5	13	-2	0.0	0.2	0.5	-1.1
Cc1ccc(NC(=O)c2ccc(OCC3CCCO3)cc2)cc1 (centres undefined)	3.0	12*	3.5	-1	7	-3	-3	-3.3	2.8	4.2	0.5

(further entries)
SMILES	DAX1 inh-1	hgDAF-12 ag	FXN GAA850 act	SMARCA2 activ	PLCb3 inh	sPLA2-III inh	NR1D1 modulator	PG9 binder	DAX1 inh-2	hcDAF12 agonist	ssDAF-12 act
CC1=NN(Cc2c(C)nn(Cc3ccccc3)c2C)C(C)(C)C1	-0.3	-0.3	2.1	0	-4	3	8	-0.2	-0.1	-1.1	-0.9
NS(=O)(=O)c1ccc(N=Nc2c(=O)[nH]n3c(=O)c4c([nH]c23)CCCC4)cc1	0.5	-0.3	0.4	0	4	-6	7	-12	-0.1	-0.1	-1.0
C=CCNC(=S)Nc1sc2c(c1C#N)CCCC2	1.7	4.6	1.7	1	-17	3	0	0.5	0.2	0.9	-1.1
Cc1csc(SCC(=O)NC(C)c2ccccc2)n1 (centres undefined)	0.2	-1.0	0.6	-1	1	6	-4	1.8	1.9	-1.2	-1.0
CCO[C@@H]1OC(C(=O)N2CCN(Cc3ccccc3)CC2)=C[C@H](c2ccc(Br)cc2)[C@H]1CCCO	-0.6	-3.9	-1.7	-2	-11	-47	-6	-0.4	2.5	-2.2	-1.5
c1ccc2c(c1)Nc1cc3ccccc3cc1S2	0.4	7.0	3.6	4	-15	2	-3	-9.4	1.3	6.5*	0.1
COCCn1c(SCC(=O)Nc2ccc(C)cc2C)nc2c(oc3ccccc32)c1=O	-0.6	-0.7	0.7	-4	0	10	-3	1.1	-0.5	-0.2	0.9*
CCc1ccc2c(c1)C(=O)C(=O)N2CCS(=O)(=O)c1ccccc1	-0.4	2.0	-1.0	0	-8	10	0	-3.3	0.8	-1.7	-0.8
COC(=O)c1cccc(C(=O)N2CCCC(C(=O)c3ccccc3OC)C2)c1 (centres undefined)	0.5	0.9	-1.0	-1	-9	11	-4	-2.6	-0.2	-1.0	-1.3
CCC1CN(C(=O)N2CCC(C(=O)NCc3ccccc3OC)CC2)c2cc(C)ccc2O1 (centres undefined)	-0.9	-1.7	-1.8	-2	-11	-3	-1	-1.6	0.2	-3.0	-1.4
O=C(CSc1ccc2nnc(CCNC(=O)c3ccccc3)n2n1)Nc1ccccc1	0.1	-3.1	0.9	4	-53	-2	1	-2.4	-0.3	-0.7	-1.3
CCN(CC)CC(=O)c1c[nH]c2ccccc12	0.1	0.2	-0.6	2	-4	-1	0	-0.4	0.2	3.8	0.2
O=C(Cn1ccc2ccccc2c1=O)NCCC(=O)N1CCN(c2ccccc2)CC1	-0.4	0.6	-1.5	-3	-2	2	-4	-1.4	-2.4	-1.5	-0.9
COc1ccc(S(=O)(=O)N2CCCC2c2cccs2)cc1 (centres undefined)	-0.7	-1.9	0.1	-4	1	-3	-6	-2.2	-4.1	-0.5	-1.2
COC(=O)c1c(NC(NC(C)=O)C(Cl)(Cl)Cl)sc2c1CCCC2 (centres undefined)	-0.2	-1.9	-0.2	-5	-2	16	14	-0.9	0.5	-2.9	-1.5
Cn1cc(CCNC(=O)CC2C(=O)NCCN2Cc2cccc(Oc3ccccc3)c2)cn1 (centres undefined)	-0.5	10	0.1	2	-1	-4	7	-3.6	-0.3	-0.8	-0.8
CCc1ccc(OCC(=O)NC(NC(=S)Nc2ccccc2OC)C(Cl)(Cl)Cl)cc1 (centres undefined)	-1.0	0.6	-3.4	-2	2	-7	5	-1.8	-0.7	-1.2	-1.1
Cc1cccc(OCC(=O)Nc2ccc(N3CCN(S(C)(=O)=O)CC3)cc2)c1	-0.9	1.3	1.1	-2	2	6	-2	-0.9	0.3	0.6	-0.8

Source: PubChem (several laboratories)

Random draw from the library, and some 7% of all compounds hit somewhere here.
